BoNT A protease: inhibitors of Botulinum neurotoxin A light chain protease; multiplex microsphere protease substrate cleavage, flow cytometry; AID 588499; inhibition, % at 10 µM; hit rate 0.17% among 360,000; further: plate controls were buffer without enzyme for full effect and enzyme alone for no effect
PrPC surface inh: inhibitors of human cell surface prion protein PrPC; inhibition, % at 13.8 µM; TR-FRET read-out; hit rate 0.43% among 370,000; P04156; in the data active means inhibition above about 24%; further: 0% = median of the test wells and 100% = reference compound wells
Rv3671c protease: inhibits the M. tuberculosis serine protease Rv3671c; AID 2606; hit rate 0.048% among 320,000; inhibition, % at 5.96 µM; in the data active means inhibition above about 38%;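 further: extracellular domain of Rv3671c used as enzyme; 0% = enzyme with DMSO and 100% = no enzyme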
Target sequence (P9WHR9 whole entry, looked up, the tested form may be a part): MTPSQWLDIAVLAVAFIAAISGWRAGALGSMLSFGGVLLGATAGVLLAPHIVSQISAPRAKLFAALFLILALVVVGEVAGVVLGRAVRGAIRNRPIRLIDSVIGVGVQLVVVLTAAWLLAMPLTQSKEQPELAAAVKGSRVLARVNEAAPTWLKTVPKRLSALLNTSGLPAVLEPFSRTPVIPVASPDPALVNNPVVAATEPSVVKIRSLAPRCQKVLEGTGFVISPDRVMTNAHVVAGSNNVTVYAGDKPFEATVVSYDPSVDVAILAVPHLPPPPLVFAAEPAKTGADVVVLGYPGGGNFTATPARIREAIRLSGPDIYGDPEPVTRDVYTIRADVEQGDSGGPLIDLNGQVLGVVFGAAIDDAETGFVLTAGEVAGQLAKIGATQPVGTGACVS
DUSP3 inh: DUSP3 (human) phosphatase inhibition; P51452; recombinant VHR phosphatase, pNPP absorbance; inhibition, % at 13.3 µM; hit rate 0.52% among 290,000; in the data active means inhibition above about 50%; further: some compounds called inactive have numbers as strong as hits
Target sequence (P51452 whole entry, looked up): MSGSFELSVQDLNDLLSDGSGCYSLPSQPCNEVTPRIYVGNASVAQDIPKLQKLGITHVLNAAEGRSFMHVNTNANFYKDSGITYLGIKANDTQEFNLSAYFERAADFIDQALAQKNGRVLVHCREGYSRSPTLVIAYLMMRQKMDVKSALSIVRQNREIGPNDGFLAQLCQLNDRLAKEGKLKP
CCHFV vOTU inh: blocks the CCHF virus ovarian tumor domain protease; CCHFV vOTU protease, Pep-AMC fluorescence; inhibition, % at 11.5 µM; hit rate 0.55% among 370,000; AID 651958; in the data active means inhibition above about 30%; further: 0% = vehicle wells with enzyme and 100% = no enzyme wells
BoNT-F LC inh: inhibitors of Botulinum neurotoxin F light chain protease. Multiplex microsphere protease cleavage assay, flow cytometry. inhibition, % at 10 µM. hit rate 0.22% among 360,000. AID 588497; in the data active means inhibition above about 35%, passing the limit was not always enough; further: plate controls were buffer without enzyme for full effect and enzyme alone for no effect
3CLpro inhibitor: SARS-CoV 3CLpro protease inhibition. recombinant SARS-CoV 3CLpro, quenched FRET peptide cleavage. inhibition, % at 6 µM. hit rate 0.14% among 290,000; in the data active means inhibition above about 12%
Anthrax LF prot: inhibitors of Bacillus anthracis lethal factor protease | P15917 | multiplex microsphere protease cleavage assay, LF | inhibition, % at 10 µM | hit rate 0.12% among 360,000; further: plate controls were buffer without enzyme for full effect and enzyme alone for no effect
MazF activator: activators of E. coli MazEF toxin-antitoxin RNase | hit rate 0.32% among 350,000 | FAM/BHQ RNA-DNA oligo cleavage fluorescence, 5 h | activation, % at 20 µM | P0AE70; in the data active means activation above about 50%
Target sequence (P0AE70 whole entry, looked up): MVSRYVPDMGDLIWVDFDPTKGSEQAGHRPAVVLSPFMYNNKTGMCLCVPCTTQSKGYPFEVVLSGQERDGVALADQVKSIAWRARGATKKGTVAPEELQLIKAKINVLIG
SSB-PriA inh: blocks PriA binding to SSB C-terminal tail; AlphaScreen SSBct-PriA binding, biotinylated peptide; inhibition, % at 33 µM; hit rate 0.6% among 430,000; AID 1272365; in the data active means inhibition mostly above about 37%, no sharp cut-off; inactive means mostly below about 20%;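 further: plate controls were negative control peptide for no effect and reference peptide for full effect; strong numbers were not always called active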
An asterisk follows results filed as active. Unless noted, no stated cut-off is given here; in the data, active means inhibition above about 30%; inconclusive means no clear call, values can overlap the other calls; inactive means below that.

Screening CCN(CC)C(=O)c1sc(NC(=O)C(C)C)c(C#N)c1C returned BoNT A protease -0.1, PrPC surface inh -2, Rv3671c protease -4, DUSP3 inh 3, CCHFV vOTU inh -12, BoNT-F LC inh -1, 3CLpro inhibitor 3, Anthrax LF prot 2, MazF activator 3 and SSB-PriA inh -18.
`Cc1ccc(CCNC(=O)CSCc2ccc(F)cc2)cc1` gave BoNT A protease 0.1, PrPC surface inh 2, Rv3671c protease -5, DUSP3 inh 40, CCHFV vOTU inh -7, BoNT-F LC inh 17, 3CLpro inhibitor -4, Anthrax LF prot -5, MazF activator 0 and SSB-PriA inh -17.
Cc1ccc(C(=O)c2ccccc2C(=O)O)cc1C was read as BoNT A protease 0.0, PrPC surface inh 5, Rv3671c protease -4, DUSP3 inh 16, CCHFV vOTU inh 8, BoNT-F LC inh -1, 3CLpro inhibitor -1, Anthrax LF prot -2, MazF activator 11 and SSB-PriA inh 12.
Screening CCCCn1c(N)c(N(CC(C)C)C(=O)c2oc3ccc(Br)cc3c2C)c(=O)[nH]c1=O returned BoNT A protease 0.1, PrPC surface inh 2, Rv3671c protease 4, CCHFV vOTU inh -4, BoNT-F LC inh 0, Anthrax LF prot -6, MazF activator -5 and SSB-PriA inh 0.
For COc1cc(NC(=O)c2ccco2)c(OC)cc1NC(=O)CSc1nnc(-c2cccs2)n1C the results were BoNT A protease -0.3, PrPC surface inh 2, Rv3671c protease 0, DUSP3 inh 30, CCHFV vOTU inh 6, BoNT-F LC inh -1, 3CLpro inhibitor 2, Anthrax LF prot -2, MazF activator 2 and SSB-PriA inh -8.
Screening O=C(NCCOc1ccccc1)C1CCC(=O)N(CCCN2CCCC2=O)C1 (centres undefined) returned PrPC surface inh 1, Rv3671c protease -6, DUSP3 inh 23, CCHFV vOTU inh 2, 3CLpro inhibitor 0, MazF activator 5 and SSB-PriA inh 26.
Screening CCNc1ccc(C(=O)OCC(=O)NC(=O)NCC(C)C)cc1[N+](=O)[O-] returned BoNT A protease -0.7, PrPC surface inh -10, Rv3671c protease 9, DUSP3 inh 12, CCHFV vOTU inh -11, BoNT-F LC inh 2, 3CLpro inhibitor 1, Anthrax LF prot 0, MazF activator 2 and SSB-PriA inh -9.
For CS(=O)(=O)c1ccc(C(=O)N2CCC(C(=O)O)(c3ccccc3)CC2)cc1 the results were BoNT A protease 0.2, PrPC surface inh -3, Rv3671c protease -2, DUSP3 inh 4, CCHFV vOTU inh 0, BoNT-F LC inh -14, 3CLpro inhibitor -9, Anthrax LF prot 3, MazF activator 7 and SSB-PriA inh -5.
Screening CCNc1nc(NCc2ccccc2)nc(SCC(=O)Nc2ccccc2)n1 returned BoNT A protease 0.3, PrPC surface inh 16, Rv3671c protease -16, DUSP3 inh 37, CCHFV vOTU inh 19, BoNT-F LC inh -5, 3CLpro inhibitor 1, Anthrax LF prot 0, MazF activator 5 and SSB-PriA inh -17.
`COCc1nc(-c2cc(Br)ccc2OC)no1` gave BoNT A protease -0.4, PrPC surface inh 0, Rv3671c protease 3, DUSP3 inh 4, CCHFV vOTU inh -1, BoNT-F LC inh -11, 3CLpro inhibitor 0, Anthrax LF prot 0, MazF activator 3 and SSB-PriA inh -14.
`O=C(CSc1nnc(-c2ccncc2)n1CC1CCCO1)Nc1nccs1` (centres undefined) gave BoNT A protease 0.8, PrPC surface inh -2, Rv3671c protease -4, DUSP3 inh 9, CCHFV vOTU inh 0, BoNT-F LC inh -21, 3CLpro inhibitor 4, Anthrax LF prot -3, MazF activator 2 and SSB-PriA inh -7.
For CCOc1ccccc1OCCCC(=O)Nc1ccc(OC)nc1 the results were BoNT A protease -0.3, PrPC surface inh 10, Rv3671c protease 4, DUSP3 inh 39, CCHFV vOTU inh -15, BoNT-F LC inh 1, 3CLpro inhibitor -1, Anthrax LF prot -2, MazF activator 8 and SSB-PriA inh -7.
`CCc1nc2ccc(C(=O)Nc3ccc(OC)c(OC)c3)cn2c1N(C)Cc1ccc(OC)cc1` gave BoNT A protease -0.4, PrPC surface inh -4, CCHFV vOTU inh 2, BoNT-F LC inh -6 and Anthrax LF prot -2.
Screening CC(=O)c1ccc(N2CCN(C(=O)c3ccc(NC(=O)C4CCCO4)cc3)CC2)cc1 (centres undefined) returned BoNT A protease 0.3, PrPC surface inh -2, Rv3671c protease -4, DUSP3 inh 23, CCHFV vOTU inh 11, BoNT-F LC inh -9, 3CLpro inhibitor 5, Anthrax LF prot 3, MazF activator 2 and SSB-PriA inh -16.
CCc1nn(CC(=O)NCCCN2CCOCC2)c(=O)c2cc3sccc3n12 was read as BoNT A protease -0.4, PrPC surface inh -5, Rv3671c protease -9, DUSP3 inh 10, CCHFV vOTU inh -1, BoNT-F LC inh -2, 3CLpro inhibitor -2, Anthrax LF prot 0, MazF activator 3 and SSB-PriA inh -15.
Screening COc1ccccc1NC(=O)c1cc2ccccc2o/c1=N\O returned BoNT A protease 0.0, PrPC surface inh -7, Rv3671c protease -7, DUSP3 inh 17, CCHFV vOTU inh 12, BoNT-F LC inh -10, Anthrax LF prot -3 and MazF activator 4.
Screening CCCCCn1c(=O)[nH]c2cc(C(=O)NCCN3CCOCC3)ccc2c1=O returned BoNT A protease 0.3, PrPC surface inh -2, Rv3671c protease 2, CCHFV vOTU inh 8, BoNT-F LC inh -3, 3CLpro inhibitor 0, Anthrax LF prot -1, MazF activator 8 and SSB-PriA inh 2.
`c1ccc(COCCN2CCN(CCOCc3ccccc3)CC2)cc1` gave BoNT A protease -1.7, Rv3671c protease 3, DUSP3 inh -15, BoNT-F LC inh -1, 3CLpro inhibitor 5, Anthrax LF prot -5, MazF activator -2 and SSB-PriA inh -35.
`OCCNC1=NCCN1` gave BoNT A protease -0.6, PrPC surface inh -2, Rv3671c protease 0, DUSP3 inh 9, CCHFV vOTU inh 1, BoNT-F LC inh 13, 3CLpro inhibitor -3, Anthrax LF prot -1, MazF activator 0 and SSB-PriA inh -5.
For N=C1C(=O)OCC1c1cc(Cl)ccc1NC(=O)Nc1ccccc1 (centres undefined) the results were BoNT A protease 0.2, PrPC surface inh -8, Rv3671c protease -8, DUSP3 inh 18, CCHFV vOTU inh -1, BoNT-F LC inh -1, 3CLpro inhibitor -1, Anthrax LF prot -7, MazF activator 4 and SSB-PriA inh 3.
COc1cccc(CN(C)C(=O)c2cccc(OCc3ccccc3)c2)c1 was read as BoNT A protease -1.3, PrPC surface inh 0, Rv3671c protease -7, DUSP3 inh -12, CCHFV vOTU inh 2, BoNT-F LC inh 6, 3CLpro inhibitor 2, Anthrax LF prot 5, MazF activator -4 and SSB-PriA inh -18.
For COc1cccc(NC(=O)N2CCC(C(N)=O)(N3CCCCC3)CC2)c1 the results were BoNT A protease -0.1, PrPC surface inh 8, Rv3671c protease -7, DUSP3 inh -1, CCHFV vOTU inh 5, BoNT-F LC inh -4, 3CLpro inhibitor 2, Anthrax LF prot 2, MazF activator 9 and SSB-PriA inh -2.
CC1CCCCC1NC(=O)CSc1nnc(-c2ccncc2)n1CCCN(C)C (centres undefined) was read as BoNT A protease -4.7, PrPC surface inh 4, Rv3671c protease -1, DUSP3 inh -3, CCHFV vOTU inh -11, BoNT-F LC inh -3, 3CLpro inhibitor -4, Anthrax LF prot 2, MazF activator 3 and SSB-PriA inh 9.
For O=C(NCCCN1CCOCC1)c1c(-c2ccccc2)sc2ccccc12 the results were BoNT A protease 0.2, PrPC surface inh -6, Rv3671c protease 3, CCHFV vOTU inh -2, BoNT-F LC inh -3, Anthrax LF prot 1, MazF activator 1 and SSB-PriA inh 0.

A draw from above in order of SMILES length, falling:
For COc1cccc(NC(=O)N2CCC(C(N)=O)(N3CCCCC3)CC2)c1 the results were BoNT A protease -0.1, PrPC surface inh 8, Rv3671c protease -7, DUSP3 inh -1, CCHFV vOTU inh 5, BoNT-F LC inh -4, 3CLpro inhibitor 2, Anthrax LF prot 2, MazF activator 9 and SSB-PriA inh -2.
CC1CCCCC1NC(=O)CSc1nnc(-c2ccncc2)n1CCCN(C)C (centres undefined) was read as BoNT A protease -4.7, PrPC surface inh 4, Rv3671c protease -1, DUSP3 inh -3, CCHFV vOTU inh -11, BoNT-F LC inh -3, 3CLpro inhibitor -4, Anthrax LF prot 2, MazF activator 3 and SSB-PriA inh 9.
For N=C1C(=O)OCC1c1cc(Cl)ccc1NC(=O)Nc1ccccc1 (centres undefined) the results were BoNT A protease 0.2, PrPC surface inh -8, Rv3671c protease -8, DUSP3 inh 18, CCHFV vOTU inh -1, BoNT-F LC inh -1, 3CLpro inhibitor -1, Anthrax LF prot -7, MazF activator 4 and SSB-PriA inh 3.

Next compounds:
`COc1ccc(NS(=O)(=O)c2cc(NC(=O)/C=C/c3cc(OC)c(OC)c(OC)c3)ccc2N2CCCCC2)cc1` gave BoNT A protease -0.3, PrPC surface inh 6, Rv3671c protease -130, DUSP3 inh -11, CCHFV vOTU inh 8, BoNT-F LC inh 3, 3CLpro inhibitor -2, Anthrax LF prot -1, MazF activator -11 and SSB-PriA inh 1.
For Nc1cc(N)nc(SCC(=O)N2CCN(C(=O)c3ccco3)CC2)n1 the results were BoNT A protease -1.4, PrPC surface inh 1, Rv3671c protease -4, DUSP3 inh 12, CCHFV vOTU inh -6, BoNT-F LC inh -5, 3CLpro inhibitor -3, Anthrax LF prot 2, MazF activator 5 and SSB-PriA inh 0.
O=C(NNC(=O)c1ccc2ccccc2c1O)c1ccccc1Cl was read as BoNT A protease -0.2, PrPC surface inh 6, Rv3671c protease -4, DUSP3 inh 23, CCHFV vOTU inh 23, BoNT-F LC inh -3, 3CLpro inhibitor 1, Anthrax LF prot 0, MazF activator 2 and SSB-PriA inh -10.
For CCCn1c(NCc2ccc(N(C)C)cc2)nc2ccccc21 the results were BoNT A protease -1.1, PrPC surface inh 4, Rv3671c protease 3, DUSP3 inh 0, CCHFV vOTU inh 2, BoNT-F LC inh -2, 3CLpro inhibitor 0, Anthrax LF prot -3, MazF activator -2 and SSB-PriA inh 18.
Screening CC(C)N(Cc1ccccc1)C(=O)c1ccc2nsnc2c1 returned BoNT A protease -0.5, PrPC surface inh -14, Rv3671c protease -5, DUSP3 inh -22, CCHFV vOTU inh 2, BoNT-F LC inh -4, 3CLpro inhibitor -6, Anthrax LF prot -10, MazF activator 1 and SSB-PriA inh -9.
Screening COCCNC(=S)N(Cc1cccs1)Cc1cc2cccc(C)c2[nH]c1=O returned BoNT A protease 0.1, PrPC surface inh -2, Rv3671c protease 5, DUSP3 inh 11, CCHFV vOTU inh 12, BoNT-F LC inh -1, 3CLpro inhibitor -3, Anthrax LF prot 0, MazF activator -9 and SSB-PriA inh 2.
CC[C@H](C)[C@@H](C(=O)N1CCNCC1)n1cc([C@@H](N)Cc2ccc(O)cc2)nn1 was read as BoNT A protease -0.2, PrPC surface inh 1, Rv3671c protease 7, DUSP3 inh 18, CCHFV vOTU inh 11, BoNT-F LC inh -8, 3CLpro inhibitor -2, Anthrax LF prot -7, MazF activator 1 and SSB-PriA inh 0.
Cc1cc(C)c(OCC(=O)Nc2cccc(O)c2)cc1C was read as BoNT A protease -0.4, PrPC surface inh 5, Rv3671c protease 5, DUSP3 inh 4, CCHFV vOTU inh 4, BoNT-F LC inh 4, 3CLpro inhibitor -2, Anthrax LF prot 7, MazF activator -5 and SSB-PriA inh 3.
`O=C(Nc1cc([N+](=O)[O-])ccc1C(=O)Nc1cccnc1)c1ccccc1` gave BoNT A protease -1.8, PrPC surface inh -10, Rv3671c protease 5, DUSP3 inh -3, CCHFV vOTU inh 6, BoNT-F LC inh -5, 3CLpro inhibitor 3, Anthrax LF prot -1, MazF activator 9 and SSB-PriA inh -12.
For COc1cc(NC(=O)c2ccc3c(c2)OCO3)c2ncccc2c1 the results were BoNT A protease -0.5, PrPC surface inh -7, Rv3671c protease -6, DUSP3 inh 4, CCHFV vOTU inh 1, BoNT-F LC inh 3, 3CLpro inhibitor 1, Anthrax LF prot -5, MazF activator 22 and SSB-PriA inh -16.

Screening results (PubChem)

Not all compounds are listed, so the mix of outcomes need not match the whole.
